Bioassay records as filed in PubChem BioAssay.
CAL PDZ FP-1: inhibitors of human CAL PDZ peptide binding; purified CAL PDZ, TMR-peptide fluorescence polarization, 1 h; inhibition, % at 20 µM; Q9HD26; AID 504414; actives 0.02% (n = 330,000);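 active = highest replicate inhibition of at least 40%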;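 note: plate controls were DMSO neutral control wells for no effect and unlabeled competitor peptide control wells for full effect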
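Test system: tagged CAL PDZ domain / Buffer or medium: sodium phosphate/NaCl buffer pH 7.4 with TCEP, IgG, Thesit / Reagent: TMR-labelled reporter peptide T*-PRC34 bound in PDZ groove / Compound dosing: single point, 20 µM / Schedule: 1 h incubation at room temperature before polarization reading / Technique: fluorescence polarization (mP) / Benchmarks: unlabelled peptide, DMSO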
dFosB activator: mouse delta FosB homodimer activation; P13346; purified delta FosB, TAMRA-CDK5 oligo fluorescence polarization; percent of positive-control signal above neutral wells; activation, % at 25 µM; actives 0.99% (n = 340,000); AID 493131;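 active = mean activation above about 17%, with every replicate also reaching it, limit read from the data, passing the limit was not always enough; inconclusive = only one of the two conditions met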;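 note: fluorescence polarization rise as delta FosB binds a TAMRA Cdk5 AP-1 oligo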
Target sequence (P13346 whole entry, looked up): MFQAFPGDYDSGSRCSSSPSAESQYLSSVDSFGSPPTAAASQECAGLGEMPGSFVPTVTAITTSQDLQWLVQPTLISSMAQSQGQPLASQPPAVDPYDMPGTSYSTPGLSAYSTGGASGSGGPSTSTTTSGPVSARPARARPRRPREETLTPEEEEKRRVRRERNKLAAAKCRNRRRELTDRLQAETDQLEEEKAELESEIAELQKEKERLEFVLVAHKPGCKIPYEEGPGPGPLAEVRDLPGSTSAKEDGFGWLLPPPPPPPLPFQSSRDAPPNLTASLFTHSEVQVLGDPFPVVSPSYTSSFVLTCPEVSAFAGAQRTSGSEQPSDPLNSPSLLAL
Tat export inh: E. coli Tat transport inhibition. E. coli MC4100 TorA-mCherry Tat export, fluorescence. inhibition, % at 10 µM. actives 0.036% (n = 340,000);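 active = mean replicate inhibition at least 50% and at least half of replicates individually reaching 50%; inconclusive = only one of the two criteria met; inactive = neither criterion met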;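 note: exported cargo escapes ClpAP degradation while cytoplasmic cargo is degraded and loses fluorescence; 0% = median of neutral control wells and 100% = median of NaSCN control wells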
Rtt109 Vps75: C. albicans Rtt109 histone acetyltransferase inhibition | Q5AAJ8 | purified Rtt109/Vps75, ThioGlo CoA-SH fluorescence, 4 h | inhibition, % at 34.9 µM | actives 0.16% (n = 330,000);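 active = inhibition of at least 50% in every replicate; inconclusive = best replicate reaches 50% inhibition but some replicates fall short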
V-ATPase pH: regulators of yeast V-ATPase proton transport | actives 0.37% (n = 350,000) | response, % at 10 µM | AID 504577 | S. cerevisiae, pHLuorin cytosolic pH fluorescence; in the data active = response mostly above about 7.3%, no sharp cut-off; inactive = mostly below about 5.4%; note: actives read high; inactives centre near 0; some compounds called inactive have numbers as strong as hits
cardiac RTF act: cardiac RTF calcium sensitization; IANBD-labeled TnC RTF fluorescence at EC20 calcium; 0% EC20 calcium, 100% full calcium; activation, % at 7.2 µM; actives 0.24% (n = 340,000);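 active = activation above the mean over all tested compounds plus 3 SD, cut at about 30% in these data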;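 note: rise in fluorescence read as greater calcium sensitivity of cardiac thin filaments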
Wnt act: activators of Wnt/beta-catenin signaling. AID 743398. actives 1.2% (n = 300,000). activation, % at 9.35 µM. Wnt/beta-catenin reporter cell assay, activator, plate reader; in the data active = activation above about 30%, passing the limit was not always enough; inconclusive = no clear call, values can overlap the other calls;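 note: 0% = neutral control wells and 100% = positive control wells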
CDK5 p35 inh: inhibitors of human CDK5/p35 kinase | inhibition, % at 10 µM | Recombinant CDK5/p35, ADP-Glo luminescence, 60 min | actives 0.01% (n = 330,000) | Q00535+Q15078;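 active = highest replicate inhibition of at least 50% and at least 75% of replicates reaching 50%; inconclusive = only one of the two criteria met; inactive = both criteria failed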;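 note: plate controls were DMSO neutral control for no effect and GW8510 at 10 µM for full effect; many of its hits are not listed in these tables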
Target sequence (Q00535 whole entry, looked up): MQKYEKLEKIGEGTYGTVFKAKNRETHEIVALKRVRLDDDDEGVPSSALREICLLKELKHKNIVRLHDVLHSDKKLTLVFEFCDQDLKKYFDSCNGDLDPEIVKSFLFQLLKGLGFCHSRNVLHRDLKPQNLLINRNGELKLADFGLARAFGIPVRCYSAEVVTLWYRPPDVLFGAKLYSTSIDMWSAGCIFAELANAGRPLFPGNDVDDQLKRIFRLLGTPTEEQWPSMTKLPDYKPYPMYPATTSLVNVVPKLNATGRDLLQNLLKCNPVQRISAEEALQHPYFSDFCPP
Target sequence (Q15078 whole entry, looked up): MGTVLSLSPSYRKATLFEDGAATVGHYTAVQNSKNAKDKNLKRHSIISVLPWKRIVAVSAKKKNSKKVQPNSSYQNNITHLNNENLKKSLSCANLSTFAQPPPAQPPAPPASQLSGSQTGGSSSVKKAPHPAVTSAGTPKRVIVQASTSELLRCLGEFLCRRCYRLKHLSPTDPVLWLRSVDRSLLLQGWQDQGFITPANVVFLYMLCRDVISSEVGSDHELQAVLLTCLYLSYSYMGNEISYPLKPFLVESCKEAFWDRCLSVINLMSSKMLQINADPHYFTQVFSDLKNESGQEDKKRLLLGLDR
MITF act: activators of MITF-driven TRPM1 promoter activity in SK-MEL-5 cells; actives 0.75% (n = 300,000); activation, % at 12.5 µM; SK-MEL-5 TRPM1-promoter luciferase, 24 h; % of positive control, neutral wells = 0; AID 588334;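 active = mean activation of at least 80% with every replicate also reaching 80%; inconclusive = mean reaches 80% but some replicate falls short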;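 note: 0% = neutral control wells and 100% = parthenolide positive control wells; values of inactives mirror those of a sister screen read the other way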
CAL PDZ FP-2: blocks peptide binding to the human CAL PDZ domain; Q9HD26; purified CAL PDZ, TMR-peptide fluorescence polarization, 1 h; inhibition, % at 24.9 µM; actives 0.92% (n = 300,000); AID 602252;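 active = mean inhibition of at least 30% with at least half of replicates also reaching 30%; inconclusive = no clear call, values can overlap the other calls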;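 note: 0% = DMSO neutral control and 100% = excess unlabeled competitor peptide PRC23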
Starred values were filed as active, the others as inactive; ? = inconclusive; . = not tested or not shown.

No.	SMILES	Tat export inh	cardiac RTF act	V-ATPase pH	Rtt109 Vps75	Wnt act	CAL PDZ FP-1	CAL PDZ FP-2	MITF act	CDK5 p35 inh	dFosB activator
1	COc1ccc(OC)c(C(=O)NC(CC(N)=O)c2ccc(N3CCC(N4CCCCC4)CC3)c([N+](=O)[O-])c2)c1 (stereo unspecified)	-5	-3	2	5	5	0.1	-1	2	-0.4	-3
2	CCCCCCC(=O)N1CCCC(c2nc(-c3cccc(OC)c3)no2)C1 (stereo unspecified)	12	4	0	19	2	-1.3	0	8	0.3	-8
3	CCOC(=O)c1c(C)n(C)c2cc(Br)c(OC)cc12	-1	-4	5	-16	-4	-0.6	-4	26	-0.8	-4
4	COc1ccc(C(=O)N2CCCCC2)cc1S(=O)(=O)Nc1ccccc1	-2	0	5	1	.	-0.8	-1	-20	-0.2	-11
5	O=C(Nc1ccc2c(c1)OCCO2)C(=O)NC1CC1	0	11	4	10	22	-0.7	1	51	-0.1	-10
6	O=C(O)CCC(=O)N1N=C(c2ccc(Br)cc2)CC1c1cccs1 (stereo unspecified)	-1	3	0	3	-2	-4.4	-4	-18	2.9	-13
7	CCOC(=O)c1sc2c(c1C)c(=O)n(CCO)c(=O)n2Cc1ccccc1	-10	-4	2	0	-1	-1.9	1	8	1.8	-11
8	COc1cc(NC(=O)c2ccccc2)c(C)cc1NC(=O)CC(CC(=O)O)c1ccccc1 (stereo unspecified)	-7	-8	-2	-4	0	-0.2	-2	-12	-0.7	4
9	CCOC(=O)N1CCC(NC(=O)c2cc3c(=O)n(C)c4ccccc4c3n2C)CC1	-12	-3	1	-1	2	-0.7	0	-9	2.2	-5
10	Cc1csc(NC(CO)c2nc3ccccc3n2CCOCCO)n1 (stereo unspecified)	1	-2	1	-3	-5	0.9	-4	2	0.6	1
11	NC(=O)c1cc([N+](=O)[O-])ccc1NCc1cccc2ccccc12	3	9	1	-2	-3	-1.0	-4	6	1.5	-5
12	CC(C)CC(NS(=O)(=O)c1ccc2c(c1)oc(=O)n2C)C(=O)NC1CCCc2ccccc21 (stereo unspecified)	-1	-6	5	-8	-3	-1.0	.	.	0.2	?
13	O=C(Cn1cnc2ccccc2c1=O)Nc1nnc(C2CC2)s1	-2	3	-4	-4	.	-1.3	17	15	-0.3	8
14	O=C(Oc1cccc2c(O)cccc12)c1ccco1	-1	1	-1	1	0	-0.4	-2	.	1.4	0
15	Cc1nc(NS(=O)(=O)c2ccccc2)sc1C(=O)N/N=C/c1ccccc1	1	1	-2	6	3	0.5	5	-6	-0.9	-11
16	COc1cc(/C=C(\C#N)c2nc3ccccc3[nH]2)c([N+](=O)[O-])cc1OCc1ccccc1	-1	7	6	-5	.	-0.3	0	-17	-0.3	1
17	CCCCn1c(=O)[nH]c(=O)c2c1nc(-c1ccc(-c3ccccc3)cc1)n2C	1	-9	-3	-5	0	-0.7	-1	2	0.0	3
18	CC(=O)N1CCc2cc(Br)cc(S(=O)(=O)CCC(=O)N3CCN(c4ccccn4)CC3)c21	12	7	-7	3	-1	-1.9	1	-3	1.5	-3
19	Cc1ccc(/C(N)=N/OC(=O)C(C)c2ccc([N+](=O)[O-])cc2)cc1 (stereo unspecified)	-3	-3	-1	-1	0	-3.2	-4	.	-2.0	-11
20	Cc1ccc(C(=O)Nc2ccon2)cc1S(=O)(=O)N1CCCCCC1	4	-9	-2	8	.	-0.6	-2	14	0.5	-3
21	O=C(c1ccccc1F)N(Cc1ccccc1)Cc1ccccc1	1	-3	0	44	-1	0.2	-7	.	-0.8	-7
22	COc1cc(CN2CC(=O)N(c3ccc(C)c(C)c3)C2=S)cc(OC)c1OC	-1	-4	-2	3	-9	-0.5	-2	4	.	-3
23	COc1ccc(CCNC(=O)c2cc(C3CC3)nc3c2cnn3C(C)C)cc1OC	3	1	-1	10	0	-0.4	-3	.	2.1	-11
24	CNc1snc(C)c1C(=O)OCC(=O)c1cc(F)ccc1OC	2	-8	-1	7	-2	-1.9	.	14	-0.5	-12
25	COc1ccccc1NC(=O)C(=O)N(c1cccnc1)C(C(=O)NC(C)(C)C)c1ccccc1 (stereo unspecified)	-5	-2	-1	0	-1	-1.2	.	1	-3.1	2
26	COc1ccnc2c1c(=O)n(Cc1ccc(Cl)cc1)c(=O)n2C	-9	-6	-1	-7	-1	-2.2	-3	3	0.2	-7
27	CC(C)C(=O)Nc1cc2c3c(c1)CCC(=O)N3CCC2	-2	-5	1	-3	-2	-2.4	-5	-9	-0.9	5
28	O=C(CCC(=O)Nc1ccccc1Cl)NNC(=O)C1CCCCC1	8	5	-1	-4	2	2.2	-4	0	-3.6	-9
29	O=C(c1nc2ncccn2n1)N1CCc2ccccc2C1	-1	1	-2	5	.	-0.5	2	-2	0.6	12
30	COC1=C(Nc2ccccc2)C(=O)C(OC)=C(Nc2ccccc2)C1=O	-4	4	3	0	0	0.0	-3	-11	0.9	-3
31	Cc1cc(C)c(-c2cc(C(=O)Nc3cc(C)ccc3C)[nH]n2)c(O)c1	-1	0	4	-11	0	-0.5	2	6	0.4	4
32	CCn1cc(S(=O)(=O)CC(=O)NC2CCCCC2)c2ccccc21	-1	2	-1	-6	-5	-1.5	0	9	0.3	-2
33	Cc1ccc(NC(=O)C(Cc2ccccc2)N2C(=O)C3C4CCC(C4)C3C2=O)cc1Cl (stereo unspecified)	-6	0	1	-3	6	-0.1	-5	.	0.1	-4
34	CCC(C)Sc1ccc(-c2nc3ccc(C)cn3c2NC2CCCCC2)cc1 (stereo unspecified)	2	3	-11	-22	.	0.6	0	0	-0.3	2
35	Cc1sc(NC(=O)c2cc(-c3ccccc3)nc3ccccc23)c(C(N)=O)c1C	-12	2	2	1	-2	-2.2	0	-1	-0.6	2
36	CS(=O)(=O)Oc1ccc(/C=C2\C(=N)N3N=C(CC(=O)N4CCOCC4)SC3=NC2=O)cc1Cl	-3	-3	2	-5	-2	-2.3	4	2	-0.7	1
37	CN(CC(=O)N1CCCC1)S(=O)(=O)c1ccc2ccccc2c1	2	1	0	.	0	-0.6	3	5	0.9	5
38	CN(C)c1ccc(NC(=O)CSc2nc3c(c(=O)[nH]2)CCCC3)cc1	4	3	0	-2	-1	.	0	-2	1.9	-9
39	CCOCCn1c(CN(Cc2ccccc2)Cc2ccccc2)nc2c1c(=O)n(C)c(=O)n2C	17	2	0	1	-4	0.0	10	-5	-0.2	-3
40	OC(COc1ccc2c(c1)OCO2)CN1CCN(c2ccc(F)cc2)CC1 (stereo unspecified)	0	2	-4	-8	-3	-3.8	-1	-4	0.0	-3
41	CN1C(=O)C(C)(C)c2cc(S(=O)(=O)NCCc3ccc(Cl)cc3)ccc21	-6	-5	-2	-3	-5	0.2	0	-7	-1.1	6
42	COc1cc(OC)cc(-c2nnc(NC(=O)CCS(=O)(=O)c3ccc(F)cc3)o2)c1	4	-11	3	24	-4	-3.3	-6	-9	0.0	3
43	Cc1csc2sc(-c3ccnc(SCC(=O)NCc4ccccc4)n3)c(C)c12	0	-3	0	-8	-11	-2.7	1	.	-1.4	-16
44	Cc1nnc2sc(SCc3ccccc3Cl)nn2c1=O	-3	4	-1	-5	-2	4.3	-1	-15	0.1	0
45	O=C(Nc1nc2ccccc2[nH]1)c1ccc(OC(F)F)cc1	-7	3	0	-30	18	-3.2	6	-1	1.1	-3
46	O=C(O)c1ccc(Cl)c(S(=O)(=O)Nc2ccc(S(=O)(=O)Nc3cccc(Cl)c3)cc2)c1	-5	-6	6	14	1	-0.7	-5	5	-2.3	-9
47	COc1ccc(C(=O)NNC(=O)CCC(=O)Nc2cc(C)on2)cc1	23	1	0	-14	.	-4.6	-5	-4	-0.2	-6
48	N#CC1=C(N)SC(N)=C(C#N)C1c1cccc(O)c1	-7	26	4	0	-1	-4.4	-3	-11	4.4	-4
49	COc1ccc2c(Cl)c(-c3nnc(SCC(N)=O)n3C)sc2c1	-5	4	4	18	-4	-0.5	.	-2	-0.5	-8
50	COc1ccc(Oc2nc3c(C)cccn3c(=O)c2/C=C(\C#N)C(N)=O)cc1	0	-7	-4	-11	0	-0.5	-4	-3	-1.0	-9
51	Cc1cc(C)nc(NC(=O)c2c(C(=O)O)noc2C)n1	-1	-8	0	.	-3	-3.0	-2	-9	-2.5	-1
52	O=C(CCl)Nc1cc(SCC(O)CO)cc([N+](=O)[O-])c1 (stereo unspecified)	-8	0	0	0	1	0.2	-3	-88	1.9	-3
53	COc1ccc(S(=O)(=O)N(C)c2ccc(OCC(=O)Nc3cc(C)on3)cc2)cc1	10	-3	-3	12	.	-2.1	1	-4	0.2	-4
54	O=C(COC(=O)c1cccc(F)c1)Nc1ccc2c(c1)OCCO2	1	0	-3	11	32*	0.2	-5	9	0.4	2
55	COCCNC(=S)N/N=C/c1ccc2c(c1)OCCO2	6	3	-2	7	8	0.0	2	-1	-0.2	-5
56	Cc1ccc(CN2CCN(/N=C\c3cccc([N+](=O)[O-])c3)CC2)cc1	-5	-5	-2	-3	2	-0.8	2	-3	-3.7	-5

Other records follow.
No.	SMILES	Tat export inh	cardiac RTF act	V-ATPase pH	Rtt109 Vps75	Wnt act	CAL PDZ FP-1	CAL PDZ FP-2	MITF act	CDK5 p35 inh	dFosB activator
57	C=C(C)Cn1c(C)cc(C)c(S(=O)(=O)c2ccc(C)cc2)c1=O	22	-2	0	-2	-3	-2.9	0	-1	-1.9	-2
58	Cc1ccc2c(c1)N(CC(=O)NCCc1ccc(Cl)cc1)C(=O)c1cccnc1O2	7	7	3	1	1	-0.4	.	-17	-0.6	-7
59	COc1ccccc1N1CCN(C(c2cccs2)C(C)NS(=O)(=O)c2ccccc2)CC1 (stereo unspecified)	2	6	3	5	-1	0.3	.	.	3.8	-11
60	Cc1ccc(-n2c3nc(=O)[nH]c(=O)c-3cc3c(C)nn(-c4ccccc4)c32)c(C)c1	?	-5	-2	5	-5	-0.7	.	4	-0.2	-7
61	COc1cc(C(O)P(=O)(OC2CCCCC2)c2ccc(N(C)C)cc2)cc(OC)c1OC (stereo unspecified)	-1	-3	-1	2	.	-0.1	.	-5	0.8	-5
62	Cc1c(O)ccc(C(=O)CN2CCN(c3ccccc3F)CC2)c1O	6	0	-1	-1	.	-2.1	-3	-9	-1.0	1
63	Cc1ccc(N=Nc2c(N)nn3c(C)cc(C)nc23)cc1	-6	-2	-2	0	.	-1.4	1	36	-0.8	-8
64	Cc1nc(SCc2nc3ccccc3[nH]2)c2oc3ccc(Br)cc3c2n1	-9	-5	-1	7	-1	-3.4	-2	-11	-0.3	0
65	CCOc1ccc(NC(=S)N2CCC(NC(=O)c3ccco3)CC2)cc1	2	-1	5	-7	0	-1.6	-3	2	-0.2	-7
66	COC(=O)c1onc(-c2ccccc2)c1C(=O)OC	-5	4	1	-33	.	-1.0	-1	9	-1.5	-4
67	Cc1cc(C)nc(Sc2ccc(/C=C(\C#N)C(=O)Nc3ccccc3)o2)n1	-3	12	-4	1	.	-0.4	-5	9	-13	-2
